MEKK2mut PB1 HTS: signal of MEK5 binding to mutant human MEKK2 PB1 domain | percent response, % at 10 µM | bead flow cytometry, Alexa488-MEK5 binding to MEKK2 mutant | 290,000 tested, 0.35% active; in the data active means percent response above about 24%, passing the limit was not always enough; further: inactives centre near 1; some results filed as inactive read as strong as hits; reference of the scale not given here
IDE inh: inhibits human insulin-degrading enzyme in HEK cells; P14735; FAbetaB cleavage, fluorescence polarization; inhibition, % at 5.59 µM; 320,000 tested, 0.41% active;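 active means percent inhibition above the average of all tested compounds plus 3 SD, set per screening campaign, cut at about 16% in these data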;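 further: IDE supplied by intact live HEK cells; FP after avidin binding of uncleaved biotin substrate so inhibition keeps polarization high; 0% = DMSO wells and 100% = 60 µM reference IDE inhibitor Ii1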
MEKK2 WT-MEK5: raises or lowers MEK5 binding to wildtype human MEKK2 PB1 domain. binding response (% of control), % at 10 µM. Q9Y2U5. bead flow cytometry, Alexa488-MEK5 binding to MEKK2 WT; actives lie on both sides. 290,000 tested, 1.1% active; in the data active means binding response below about 67% or above about 130%
PfM18AAP inh: PfM18AAP enzyme inhibition; inhibition, % at 7.35 µM; recombinant PfM18AAP, H-Glu-NHMec fluorogenic cleavage; 290,000 tested, 1.2% active;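 active means inhibition above the campaign mean inhibition over all tested compounds plus 3 SD, cut at about 28% in these data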;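 further: 0% = plate median of test compound wells and 100% = 2 mM ZnCl2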
IDE cell activ: boosts human insulin-degrading enzyme activity in HEK cells; activation, % at 5.96 µM; 340,000 tested, 0.073% active; AID 493087; FAbeta-B cleavage, fluorescence polarization; 0% vehicle, 100% cell-free pure enzyme wells; P14735;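 active means activation above the mean of all tested compounds plus 3 SD, set per screening campaign, cut at about 17% in these data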
NALP1 yeast inh: blocks the NALP1 inflammasome reconstituted in yeast; AID 2071; inhibition, % at 10 µM; 280,000 tested, 0.61% active; S. cerevisiae NALP1/ASC/caspase-1 growth, X-gal OD620, 72 h; in the data active means inhibition mostly above about 24%, no sharp cut-off; inactive means mostly below about 32%; further: some compounds called inactive have numbers as strong as hits
p-CIP stab down: p/CIP protein destabilization. 290,000 tested, 0.01% active. Q05BA5. F442A p/CIP-EGFP cells, EGFP fluorescence, 16 h. decrease of EGFP signal, % at 10 µM;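 active means EGFP signal decrease of at least 30% at 10 µM or well 3 SD below plate mean, unless failing retest; inactive means the rest, including hits failing retest or dose response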; further: some compounds called inactive have numbers as strong as hits; many of its hits are not listed in these tables
MEKK3 PB1 HTS: MEKK3-MEK5 PB1 interaction, increase or decrease. 290,000 tested, 1.4% active. binding response (% of control), % at 10 µM. Q99759. bead-based flow cytometry, Alexa488-MEK5 binding to MEKK3; actives lie on both sides; 0 = blocked by unlabeled MEK5, 100 = vehicle. AID 1529;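 active means binding response more than 3 SD above or below the average of its plate-row segment, actives on both sides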;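 further: Alexa488 bead fluorescence after subtracting the streptavidin-only scavenger bead signal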
Target sequence (Q99759 whole entry, looked up): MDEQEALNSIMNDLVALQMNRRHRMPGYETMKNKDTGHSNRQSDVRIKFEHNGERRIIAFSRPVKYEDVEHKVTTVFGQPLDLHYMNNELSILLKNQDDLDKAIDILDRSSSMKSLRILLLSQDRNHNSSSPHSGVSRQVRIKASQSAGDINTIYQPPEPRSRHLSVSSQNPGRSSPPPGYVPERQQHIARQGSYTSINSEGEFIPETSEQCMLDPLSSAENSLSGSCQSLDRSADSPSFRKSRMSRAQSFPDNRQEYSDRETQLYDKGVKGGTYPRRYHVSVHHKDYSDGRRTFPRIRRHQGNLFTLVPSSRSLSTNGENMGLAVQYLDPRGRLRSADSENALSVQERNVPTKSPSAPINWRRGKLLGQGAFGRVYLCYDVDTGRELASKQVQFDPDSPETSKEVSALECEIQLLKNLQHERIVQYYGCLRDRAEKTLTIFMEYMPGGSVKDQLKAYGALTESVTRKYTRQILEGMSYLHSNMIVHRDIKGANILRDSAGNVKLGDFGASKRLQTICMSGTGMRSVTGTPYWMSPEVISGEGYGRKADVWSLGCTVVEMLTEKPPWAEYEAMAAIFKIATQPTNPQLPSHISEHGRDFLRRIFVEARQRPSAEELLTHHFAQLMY
SUMO HTRF inh: SUMOylation inhibition; 290,000 tested, 0.36% active; P63279; HTRF SUMOylation assay, SAE1/SAE2 + UBC9, in vitro; inhibition, % at 35 µM; in the data active means inhibition above about 50%, passing the limit was not always enough; further: strong numbers were not always called active
Target sequence (P63279 whole entry, looked up): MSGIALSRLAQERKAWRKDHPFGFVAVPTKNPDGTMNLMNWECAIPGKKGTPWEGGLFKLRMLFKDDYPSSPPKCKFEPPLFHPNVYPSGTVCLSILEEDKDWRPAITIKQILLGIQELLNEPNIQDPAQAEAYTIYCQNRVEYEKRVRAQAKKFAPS
An asterisk follows results filed as active; · = not tested or not shown; [ ] = another dose, or the depositor's remark. An excerpt (hit frequency here may not be typical).

Order of values – MEKK2mut PB1 HTS, IDE inh, MEKK2 WT-MEK5, PfM18AAP inh, IDE cell activ, NALP1 yeast inh, p-CIP stab down, MEKK3 PB1 HTS, SUMO HTRF inh
1	CN1CCN(NC(=O)COc2cccc(C(F)(F)F)c2)CC1
→ 3, -2, 108, -1, 3, 27, 9, 100, -3
2	Cc1ccccc1N(CC(=O)NCc1ccco1)C(=O)CCC(=O)Nc1nccs1
→ -7, -2, 93, 6, 0, -8, -11, 96, 10
3	CCNc1nc(NCC)n2c(SCC(=O)NCC3CCCCC3)nnc2n1
→ 7, 1, 103, 0, -1, 24, -6, 94, -8
4	CSc1ccc(/C=C(\NC(=O)c2ccccc2)C(=O)NN)cc1
→ -20, 9, 85, 0, -4, -5, 3, 86, 18
5	Cc1ccccc1N=C(NOCc1ccc(Cl)cc1Cl)c1nonc1N
→ -3, -4, 97, -7, 0, 40*, 11, 100, -41
6	Cc1cc(C)c(NC(=O)CSc2nnc(-c3ccccn3)n2N)c(Cl)c1
→ 9, 4, 99, -2, -6, 33, -7, 101, 14
7	COc1ccc(C(=S)Nc2ccc(C)cc2)cc1
→ ·, 6, ·, 16, -5, 6, -5, ·, -8
8	COc1ccc(CCN(Cc2nc3ccccc3c(=O)[nH]2)C(=O)c2ccco2)cc1
→ 6, 6, 114, 7, 4, 2, 1, 110, 14
9	COc1ccc(OCC(=O)NNc2nc3ccccc3s2)cc1
→ -13, 1, 95, 8, 3, 6, 3, 92, -4
10	Clc1ccc(-n2ncc3c(NCc4cccs4)ncnc32)cc1
→ 2, 5, 99, 0, -1, ·, ·, 103, ·
11	Cc1ccc(NC(=O)CC(C)CC2=NS(=O)(=O)c3ccccc3N2)cc1 (stereo not given)
→ 2, -1, 99, 7, 5, 36, -4, 96, 9
12	O=C(NCCN1CCOCC1)C(=O)NCC1OCCN1C(=O)c1ccc(Cl)cc1 (stereo not given)
→ 11, -1, 100, -3, 6, 17, -3, 111, 4
13	O=C(OCC(=O)N1CCCc2ccccc21)C1CCN(S(=O)(=O)c2cccs2)CC1
→ 8, 3, 104, -1, 2, 17, 3, 103, -4
14	O=C(Nc1ccccc1N1CCOCC1)c1ccc(OCc2cscn2)cc1
→ 3, 7, 101, 3, 1, 6, -8, 100, 11
15	Nc1nnc(CC2=CCCCC2)s1
→ 6, 6, 100, 4, -1, -7, 10, 99, 2
16	CC1=C(C(=O)NCc2ccccc2)C(c2ccccc2OCC(N)=O)NC(=O)N1 (stereo not given)
→ 0, 2, 96, 2, 4, 11, -8, 96, 11
17	Cc1ccc(C2CC(c3ccccc3)n3ncnc3N2)cc1 (stereo not given)
→ 0, -1, 100, 0, -1, 36, 3, 98, -1
18	O=C(Nc1nc2ccsc2c(=O)s1)c1ccc(F)cc1
→ -18, 0, 96, -4, ·, ·, -4, 91, -29
19	CC(=O)Nc1nnc(C2=COCCO2)o1
→ -4, 2, 78, -15, 0, 11, -20, 58*[inhibitor], 18
20	CC(C)c1ccc(NC(=O)CN2C(=O)c3ccccc3S2(=O)=O)cc1
→ -12, 0, 86, 5, 2, 24, -6, 92, -5
21	CC(=O)NNc1cc(N2CCOCC2)nc(N2CCOCC2)n1
→ -4, 8, 100, -2, 1, 13, 2, 95, 30
22	COc1ccc(-c2cc(C(=O)O)c(C)o2)cc1OC
→ -13, 6, 86, -10, 2, 8, 10, 83, 3
23	Cc1ccc2c(c1)N(CC(=O)NCCCN1CC(C)CC(C)C1)C(=O)c1cccnc1O2 (stereo not given)
→ 4, -3, 114, 2, 1, 10, -8, 106, -9
24	Cc1csc(SCC(=O)O)n1
→ 0, 1, 97, -1, 2, 8, -5, 92, -3
25	Cc1c(Cl)cccc1NC(=O)NCc1ccncc1
→ -16, 1, 98, 0, -4, 1, -9, 104, -3
26	COc1ccc(CN2[C@@H](CC(=O)O)c3ccccc3S2(=O)=O)cc1
→ 2, 4, 101, ·, 1, ·, ·, 101, ·
27	COc1cccc(-n2c(CNc3ccc(F)cc3)nnc2SCC(N)=O)c1
→ 5, 2, 105, -2, 0, ·, -4, 103, 3
28	Cc1noc(NS(=O)(=O)c2ccc(NC(=O)CSc3nc4ccccc4[nH]3)cc2)c1C
→ 4, 5, 103, -13, 1, 19, -2, 104, 13
29	Cn1c(SCc2nc(-c3cccs3)no2)nnc1C1CCCCC1
→ 7, 13, 111, 6, -14, 4, -8, 112, -2
30	COc1ccc(NC(=O)C2C3C=CC(O3)C2C(=O)NCc2cccnc2)cc1 (stereo not given)
→ -1, -4, 101, -8, 1, 9, -12, 101, 9
31	Nc1cc(-c2ccccc2)nn1S(=O)(=O)c1ccc(F)cc1
→ -5, 0, 95, -14, 3, 0, -10, 89, 14
32	Cc1cccc(NC(=S)NC(=O)c2ccco2)c1C
→ 8, -5, 107, 0, -4, -3, -22, 104, 6
33	c1ccc(-n2c(-c3ccncc3)nnc2-c2cccs2)cc1
→ -3, 6, 100, -6, -3, 0, -3, 99, 31
34	CC1CCCCC1NC(=O)COC(=O)Cc1ccc(Br)cc1 (stereo not given)
→ -6, -6, 86, 2, 0, -13, -25, 84, 4
35	CCOc1ccc(Br)cc1CSC(=N)N
→ -1, -2, 100, 0, 4, 11, 5, 100, -7
36	Cc1ccccc1OCCn1cc(/C=C(\C#N)C(=O)NCc2ccco2)c2ccccc21
→ -2, 1, 67, -8, 4, -14, -8, 75*[inhibitor], 12
37	O=C(Nc1ccc(CN2CCS(=O)(=O)CC2)cc1)c1ccc(C(F)(F)F)cc1
→ 8, -2, 104, 0, 0, 11, -24, 99, 0
38	Cc1ccnc(N2CCN(C(=O)CSc3nc4ccccc4nc3N3CCC(C)CC3)CC2)c1
→ 1, -1, 96, -7, 6, 4, -3, 102, -19
39	O=C(CCSc1ccccc1)NC(=O)COC(=O)c1ccc(OC(F)F)cc1
→ 16, -5, 109, 1, -5, 19, -4, 99, -22
40	COc1ccc(CNC(=O)C/C(C)=N/NC(=O)Cc2ccc(OC)c(OC)c2)cc1
→ 1, 0, 99, -3, -2, 15, 6, 96, 7
41	CCOC(=O)CC(=O)NC1(Cc2ccc(O)cc2)CCCCC1
→ -14, 0, 68, -6, 3, 3, 3, 72, -19
42	O=C(c1ccco1)N1CCN(Cc2nc(Cc3ccccc3)no2)CC1
→ -5, -1, 90, -5, 0, 20, -11, 103, 5
43	CCc1nnc(NC(=O)Cn2c(=O)oc3ccccc32)s1
→ 3, 3, 97, 13, 6, 0, 13, 96, -19
44	O=C(Nc1ccc2ccccc2c1)c1cc(F)c(F)cc1Cl
→ 6, 0, 107, -1, 0, -2, -8, 105, -3
45	Cn1nnnc1SCCNC(=O)C1CCC(=O)N(CCc2ccccc2)C1 (stereo not given)
→ 2, -1, 98, 4, -1, 0, 9, 101, -8
46	Cc1cccc(OC(C)c2ccnc3nc(/N=C/N(C)C)nn23)c1 (stereo not given)
→ 8, 5, 112, -5, -2, 6, 8, 109, 15
47	COc1ccc(NC(=O)NNC(=O)C(C)Oc2ccc3ccccc3c2)cc1 (stereo not given)
→ -5, ·, 99, -6, 2, -72, -7, 101, 14
48	CC(C)CCN1CCN(Cc2nc3c(s2)CCCC3)CC1CCO (stereo not given)
→ 4, 1, 103, -3, 2, 3, -5, 102, 0
49	O=S(=O)(Cc1ccccc1)Nc1cccc(F)c1
→ 6, 8, 107, 4, 5, -8, -3, 106, 3
50	CSc1nnc(Cc2cc(=O)[nH]c(=O)[nH]2)n1-c1cccc(C)c1
→ -5, 0, 94, -4, 3, 37, -3, 99, -1

Single records (already shown):
CCOC(=O)CC(=O)NC1(Cc2ccc(O)cc2)CCCCC1 is listed as MEKK2mut PB1 HTS: -14; IDE inh: 0; MEKK2 WT-MEK5: 68; PfM18AAP inh: -6; IDE cell activ: 3; NALP1 yeast inh: 3; p-CIP stab down: 3; MEKK3 PB1 HTS: 72; SUMO HTRF inh: -19
Cn1nnnc1SCCNC(=O)C1CCC(=O)N(CCc2ccccc2)C1 (stereo not given) is listed as MEKK2mut PB1 HTS: 2; IDE inh: -1; MEKK2 WT-MEK5: 98; PfM18AAP inh: 4; IDE cell activ: -1; NALP1 yeast inh: 0; p-CIP stab down: 9; MEKK3 PB1 HTS: 101; SUMO HTRF inh: -8

(further entries)
Order of values – MEKK2mut PB1 HTS, IDE inh, MEKK2 WT-MEK5, PfM18AAP inh, IDE cell activ, NALP1 yeast inh, p-CIP stab down, MEKK3 PB1 HTS, SUMO HTRF inh
51	O=C(CSc1nnnn1C1CCCCC1)N1CCOCC1
→ 5, 0, 103, 3, -2, -8, 11, 105, 5
52	O=C(O)c1ccc(NC(=O)c2ccco2)c(NC(=O)c2ccco2)c1
→ -2, 4, 100, -7, -3, 10, 1, 99, 5
53	Cc1ccc(S(=O)(=O)N2CCC(=O)N(CCOC(=O)Nc3ccc(C)c(C)c3)CC2)cc1
→ -8, 8, 80, 7, -6, 21, -1, 73, -17
54	O=C(NC1C(=O)NNC1c1ccc(Cl)cc1)c1ccc(F)cc1 (stereo not given)
→ 1, -1, 85, 8, 0, -2, -22, 99, 28
55	CCCCN(CC)CCNC(=O)c1cc2c(-c3ccc(Cl)cc3)nn(C)c2s1
→ 47*, -8, 198*, -4, 4, 13, 0, 109, 15
56	COc1cccc(CNC(=S)Nc2cc(C)cc(C)c2)c1
→ 2, 0, 104, -6, -1, 4, 2, 109, -5
57	COc1ccc(-n2nc(C(=O)NCc3ccco3)c3c4ccccc4n(C)c3c2=O)cc1Cl
→ -1, 3, 100, -15, -2, 15, -6, 102, 13
58	O=C(Nc1ccccc1F)C1CCN(S(=O)(=O)c2cccc3nonc23)CC1
→ -3, -1, 101, -5, -1, 24, -6, 101, 10
59	CCOc1ccc(S(=O)(=O)N(CC)CC(=O)NCc2ccco2)cc1C
→ -1, 2, 100, -12, 1, -9, -3, 103, 9
60	CC(=O)Nc1ccc(NC(=S)NC(=O)c2oc3ccccc3c2C)cc1
→ 2, -4, 104, 10, -5, 31, -6, 105, -9
61	COc1ccc(OCC(=O)N2CCN(c3cccc(Cl)c3)CC2)cc1
→ ·, -5, ·, -6, 1, 4, 3, ·, -4
62	COc1cc(Cl)c(C)cc1NC(=O)c1cccc(OC)c1OC
→ -1, 0, 101, 4, -2, 6, -7, 105, 4
63	COc1ccc(OC)c(NC(=O)C(C)N2c3cccc4cccc(c34)S2(=O)=O)c1 (stereo not given)
→ -3, 0, 97, 5, 2, -44, 2, 102, -8
64	O=C(NCCc1ccccc1)c1cccs1
→ 4, 6, 106, -3, 8, -10, -8, 101, -6
65	CCOC(=O)C/C(C)=N\Nc1nc(-c2ccccc2)cs1
→ -1, 1, 100, 13, 3, 32, -10, 96, 11
66	CCc1ccccc1NC(=O)c1cnn(-c2ccccc2)c1C
→ 6, -3, 106, -6, -1, 22, 0, 105, 8
67	Cc1ccc(NC(=O)CCc2c(C)nc3ncnn3c2C)cc1
→ -2, 1, 105, 2, 0, 2, 1, 105, 6

Screening results deposited in PubChem by several laboratories.
